High-throughput results (PubChem BioAssay)
Menin-MLL TR inh: inhibitors of human menin-MLL interaction, mutant MLL peptide | Potency, µM (top dose mostly 61.6 µM), for the others: at the top dose FP activity change, negative = inhibition, most hits filed as inhibitors | Menin + Texas Red MLL mutant peptide, fluorescence polarization | 270,000 compounds, 0.23% hits | O00255; active = well fitted inhibition curve with a large enough effect in the polarisation, with a control signal flat, not every such curve was filed as active; inconclusive = small, poorly fitted or top-dose-only effect, or effect the other way, or a change in a side signal; inactive = no such curve, though single readings can be large or run the other way; the % refers to the polarisation; also: potency is read from the fitted curve at half-maximal effect; % of control where 0% means no effect; many of its hits are not listed in these tables
Target sequence (O00255 whole entry, looked up): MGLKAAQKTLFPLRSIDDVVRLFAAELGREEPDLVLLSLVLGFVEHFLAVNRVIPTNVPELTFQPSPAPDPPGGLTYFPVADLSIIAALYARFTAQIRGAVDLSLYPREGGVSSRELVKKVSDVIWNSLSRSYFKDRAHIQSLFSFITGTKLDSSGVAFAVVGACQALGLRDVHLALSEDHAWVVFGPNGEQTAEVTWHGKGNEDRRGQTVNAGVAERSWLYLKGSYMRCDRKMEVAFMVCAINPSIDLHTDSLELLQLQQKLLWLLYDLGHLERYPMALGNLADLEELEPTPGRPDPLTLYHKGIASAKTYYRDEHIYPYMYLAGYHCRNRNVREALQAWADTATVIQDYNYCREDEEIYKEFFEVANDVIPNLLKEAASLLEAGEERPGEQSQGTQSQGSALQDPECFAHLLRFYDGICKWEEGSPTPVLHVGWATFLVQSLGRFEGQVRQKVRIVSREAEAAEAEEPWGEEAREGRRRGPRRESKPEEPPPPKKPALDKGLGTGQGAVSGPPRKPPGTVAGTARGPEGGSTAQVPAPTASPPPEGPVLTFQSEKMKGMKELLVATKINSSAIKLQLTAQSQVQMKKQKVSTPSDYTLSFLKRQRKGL
FBPA coupling cs: coupling enzyme interference in Giardia aldolase counter-screen | coupling enzyme system counterscreen, AmpLite Red fluorescence | activity change, negative = inhibition, % at 58.2 µM, hits read low | 290,000 compounds, 0.67% hits | AID 2472; in the data active = activity change below about -30%; also: % is scaled to controls: 0 for no effect and ±100 for the full control effect
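Compounds tested against the coupling enzymes alone at 57.5 uM final; readout was AmpLite Red fluorescence (525/598 nm) after 20 min at RT.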
Numbers without * were called inactive; ? = inconclusive; & = joins results of further samples; [ ] = dose if it differs, or a comment. The list is partial; the hit share may differ from the screen's.

nr	SMILES	Menin-MLL TR inh	FBPA coupling cs
1	COc1ccc(COC(=O)N/N=C2/C[C@@H](O)[C@@H](O)[C@@H]3[C@@H]4C(=O)N(C[C@@H]5CCCO5)C(=O)[C@H]4CC[C@H]23)cc1	-1%[11.7 µM]	3
2	O=c1ccn(C2OC(COP(=O)(O)OP(=O)(O)OP(=O)(O)O)C(O)C2O)c(=O)[nH]1 (centres undefined)	-6%	2
3	NCCC[C@@H](CC(=O)N[C@@H]1CCNC[C@H]1C(=O)N[C@H](CC(=O)N[C@@H](CCC(=O)O)CC(=O)O)Cc1ccccc1)NC(=O)C[C@H](Cc1c[nH]c2ccccc12)NC(=O)[C@@H]1CNCC[C@H]1N	0%	0
4	N#CCCn1c(=O)c(-c2cc(F)cc(F)c2)nc2cnc(Oc3ccccc3)nc21	-1%	-1
5	CO[C@H]1[C@H](O[C@H]2O[C@@H](C)[C@@H](O[C@@H]3C[C@](C)(O)[C@H](O)[C@H](C)O3)[C@@H](N(C)C)[C@@H]2O)[C@@H](CC=O)C[C@@H](C)[C@@H](O[C@H]2CC[C@H](N(C)C)[C@H](C)O2)/C=C\C=C/C[C@@H](C)OC(=O)C[C@H]1O	-8%[24.8 µM]	-1
6	Cn1cccc1C(=O)N1CCC2(CC1)CCN(c1ccccn1)CC2	-8%	1
7	CCCCC/C=C\C/C=C\C/C=C\CCCCC(=O)NCC(=O)O	15%	4
8	COCn1c2ccccc2c2nnc(C(C)=O)nc21	-3%&-1%[11.7 µM]	1&1
9	CCCCCCCCCCCCC/C=C/[C@@H](O)[C@H](CO)NC(=O)CCCCC	-7%	-11
10	CC1OC(OCC2OC(Oc3c(-c4ccc(OCCO)c(OCCO)c4)oc4cc(OCCO)cc(O)c4c3=O)C(O)C(O)C2O)[C@@H](O)C(O)C1O (some centres undefined)	-17%	0
11	c1nc(N2CCNCC2)c2cc(-c3ccc4c(c3)OCO4)ccc2n1	?	-3
12	COc1cc(OC)cc(C2=Nn3c(nnc3-c3cccc(OC)c3)SC2)c1	?	5
13	C/C=C(\C)C(=O)OC1[C@@H]2C=C3C4CC(=O)OC(c5ccoc5)[C@]4(C)CCC3[C@@](C)(C2=O)C(C(O)C(=O)OC)C1(C)C (some centres undefined)	-1%	2
14	COc1ccccc1CNc1ccnc(-c2ccccc2C(F)(F)F)n1	2%	3
15	CC(C)=CCOc1ccc(/C=C/C(=O)c2ccc(OCC=C(C)C)cc2OCC(=O)O)cc1	113%[activator]	21
16	CSCC[C@H](NC(=O)[C@H](Cc1ccccc1)NC[C@@H](NC[C@@H](N)CS)C(C)C)C(=O)O	-1%	2
17	CS(=O)(=O)Nc1cccc(-c2ccc3ncnc(NC4CCNCC4)c3c2)c1	0%	1
18	NCCS(=O)O	3%	4
19	CC(=O)OC1CC[C@]2(C)C(CC[C@@]3(C)C2C(=O)C=C2C4C(C)C(C)CC[C@@]4(C(=O)O)CCC23C)C1(C)C (some centres undefined)	2%	6
20	CO[C@H]1COC(=O)C/C=C\[C@@H](C)COC(=O)[C@@H](OCc2ccccc2)/C=C\[C@@H]1C	-6%[11.7 µM]	1
21	CC(C)C[C@H](NC(=O)[C@H](CC(C)C)NC(=O)[C@@H](Cc1c[nH]c2ccccc12)NC(=O)[C@H](Cc1ccccc1)NC(=O)[C@@H](Cc1c[nH]c2ccccc12)NC(=O)[C@H](CCC(N)=O)NC(=O)[C@H](CCC(N)=O)NC(=O)[C@@H]1CCCN1C(=O)[C@H](CCCCN)NC(=O)[C@@H]1CCCN1C(=O)[C@@H](CCCNC(=N)N)NC(=O)[C@@H]1CCCN1C(=O)CNC(=O)[C@H](CC(C)C)NC(=O)[C@H](CC(C)C)NC(=O)[C@H](Cc1ccc(O)cc1)NC(=O)CNC(=O)[C@H](C)NC(=O)[C@H](CO)NC(=O)[C@H](CC(N)=O)NC(=O)[C@H](CC(C)C)NC(=O)[C@@H](NC(=O)[C@H](Cc1c[nH]c2ccccc12)NC(=O)CN)[C@@H](C)O)C(N)=O	3%	5
22	O=C(O)c1ccc(S(=O)(=O)N[C@H](Cc2ccccc2)C(=O)O)cc1	1%	1
23	COc1ccc2[nH]cc(CCNc3ncncc3-c3ccc(C(=O)N(C)C)cc3)c2c1	2%	0
24	Cc1cc(C(=O)O)ccc1[C@H](N)C(=O)O	-23%[24.8 µM]	3
25	COC(=O)/C=C/c1cccc(N(Cc2ccc(-c3ccc(N(C)C)cc3)cc2)C(=O)C2CCCCC2)c1	-3%	-2
26	COc1ccc(-n2c(=O)c(-c3ccc(Cl)cc3)nc3cnc(N4CCNCC4)nc32)cc1	28%	2
27	Cc1cnc(CNc2ncnc3ccc(-c4cccc(NS(C)(=O)=O)c4)cc23)cn1	-14%	-1
28	c1cncc(CNc2cc(-c3ccc4c(c3)OCO4)ncn2)c1	-18%	5
29	FC(F)(F)c1cc(NC(=S)Nc2ccc3cc4ccccc4cc3c2)cc(C(F)(F)F)c1	?	0
30	COc1ncc2nc(-c3ccc(F)cc3)c(=O)n(-c3ccccc3)c2n1	4%	-2

Three entries already listed, arranged by their value in Menin-MLL TR inh, highest first.
nr	Structure	Menin-MLL TR inh
30	COc1ncc2nc(-c3ccc(F)cc3)c(=O)n(-c3ccccc3)c2n1	4%
22	O=C(O)c1ccc(S(=O)(=O)N[C@H](Cc2ccccc2)C(=O)O)cc1	1%
27	Cc1cnc(CNc2ncnc3ccc(-c4cccc(NS(C)(=O)=O)c4)cc23)cn1	-14%

(next part)
nr	SMILES	Menin-MLL TR inh	FBPA coupling cs
31	C#CCCCO/N=C1/C[C@@H](O)[C@@H](O)[C@@H]2[C@@H]3C(=O)N([C@@H](C)c4ccccc4)C(=O)[C@H]3CC[C@H]12	16%[11.7 µM]	-3
32	CCNc1ncc2nc(-c3ccccc3)c(=O)n(CCC#N)c2n1	-10%	3
33	CN(C)C(=O)c1ccc(-c2cncnc2NCc2cccs2)cc1	-3%	0
34	CC1C=CCCOC1c1ccccc1 (centres undefined)	1%[11.7 µM]	1
35	O=C(c1ccncc1)N1CCC[C@@]2(CCN(Cc3cc(C(F)(F)F)cc(C(F)(F)F)c3)C2)C1	7%	-1
36	Cc1cccc(-c2nn(C(=S)Nc3ccccc3)cc2-c2ccnc3ccccc23)n1	26%	-13
37	CCOC(=O)CCN1C(=O)[C@H]2[C@H]3[C@H](O)[C@H](O)C/C(=N/OCC(C)C)[C@@H]3CC[C@@H]2C1=O	-12%[11.7 µM]	0
38	CCCCC/C=C\C[C@H](O)/C=C/C=C\C/C=C\CCCC(=O)O	12%	1
39	Cc1n[nH]c(=O)[nH]c1=O	1%[24.8 µM]	-1
40	CN(C)c1ncc2nc(-c3cc(F)cc(F)c3)c(=O)n(C)c2n1	-1%	-3
41	C=CCCCCCCCCCCCC(O)CC(O)COC(C)=O (centres undefined)	-13%	-2
42	CC(C)CCCC(C)C1CCC2C3CC(=O)[C@H]4CC(O)CC[C@]4(C)C3CC[C@@]12C (some centres undefined)	16%	4
43	COC(=O)[C@@H]1OC(c2ccccc2)O[C@H]1C(=O)OC	9%	-2
44	CCNc1ncc2ncc(=O)n(Cc3cccc(OC)c3)c2n1	12%	4
45	CCCC1OC2CC3C4CCC5=CC(=O)C=CC5(C)C4C(O)CC3(C)C2(C(=O)CO)O1 (centres undefined)	-12%	7
46	CC[C@@]1(O)C(=O)OCc2c1cc1n(c2=O)Cc2cc3cc(O)ccc3nc2-1	6%&-11%	-1&4
47	CN1CCN(c2nc(-c3ccc(N(C)C)cc3)nc3ccccc23)CC1	-28%	-29
48	Cc1noc(C)c1-c1ccc2ncnc(NCc3ccccc3)c2c1	-13%	0
49	Cc1sc(N)c(C(=O)c2cccc(C(F)(F)F)c2)c1C	?	-13
50	COCCn1c(=O)c(-c2cccs2)nc2cnc(Nc3ccccc3)nc21	?	1

In a second layout: results already given
Fields: Menin-MLL TR inh, FBPA coupling cs
31	C#CCCCO/N=C1/C[C@@H](O)[C@@H](O)[C@@H]2[C@@H]3C(=O)N([C@@H](C)c4ccccc4)C(=O)[C@H]3CC[C@H]12
→ 16%[11.7 µM], -3
30	COc1ncc2nc(-c3ccc(F)cc3)c(=O)n(-c3ccccc3)c2n1
→ 4%, -2

Following part:
nr	SMILES	Menin-MLL TR inh	FBPA coupling cs
51	COc1cccc([C@@H]2Oc3ccc(Br)cc3[C@H](O)[C@H]2O)c1	9%	-1
52	Cc1cc(=O)oc2cc(O)c(O)cc12	-11%	-2
53	Cn1c(=O)n2n(c1=O)[C@H]1[C@H](O)[C@H]3O[C@@H]3/C(=N/OCc3ccccc3)[C@@H]1CC2	8%[11.7 µM]	0
54	Cc1ncc(C[n+]2csc(CCOP(=O)(O)OP(=O)(O)O)c2C)c(N)n1	-2%&-6%	-2
55	Cc1cnc(CNc2ncncc2-c2cccnc2)cn1	-17%	0
56	C/C(CCN1CCCCc2nc(C)c(C)cc21)=N\OC[C@@H](O)COCc1ccco1	3%[11.7 µM]	0
57	Cc1ccccc1-c1cc(Nc2ccccc2)ncn1	-26%	0
58	CNc1cc(-c2ccccc2C(F)(F)F)ncn1	2%	0
59	C=C(C)C(O)/C=C/CCCCCCC (centres undefined)	?	2
60	COc1cc2ncnc(Nc3ccc(F)c(Cl)c3)c2cc1OCCCN1CCOCC1	3%	-1
61	c1cncc(-c2nc(-n3ccnc3)c3ccccc3n2)c1	-1%	1
62	CN(C)c1nc(-c2ccccc2C(F)(F)F)nc2ccccc12	-11%	-1
63	CO[C@@H]1COC(=O)[C@H]2CCCN2C(=O)C/C=C\[C@@H](C)[C@H](OC)COC(=O)[C@H]2CCCN2C(=O)C/C=C\[C@H]1C	10%[11.7 µM]	0
64	COc1ccccc1CNc1cc(-c2ccc(C(=O)N(C)C)cc2)ncn1	-19%	1
65	C/C(=C\C[Si](C)(C)C)CCC=O	-2%	-4
66	Cc1ccccc1-c1cncnc1N(C)Cc1ccco1	-14%	-1
67	CC1CCC2C(=O)OC(COc3ccc(C(C)(C)C)cc3)CN2C1c1ccc(Br)cc1 (centres undefined)	2%&-6%&-11%&-13%&6%[11.7 µM]	2&0&0&-1&3
68	FC(F)(F)c1cc(CN2CCC3(CCNCC3)CC2)cc(C(F)(F)F)c1	-3%	2
69	CCCCC/C=C/C=C1/C(=O)C=C[C@@H]1C/C=C\CCCC(=O)O	4%&-4%	3&2
70	CO[C@@H]1/C=C\CC(=O)N[C@@H](C)C(=O)OC[C@H](NS(=O)(=O)c2ccc(C)cc2)[C@H](C)/C=C\CC(=O)OC[C@H]1C	9%[11.7 µM]	3
71	COc1ccc(-c2nc3cnc(N4CCN(C)CC4)nc3n(Cc3cccs3)c2=O)cc1	21%	3
72	CNCc1ccccc1	-1%&-20%	-1&-6
73	CN(C)c1ncc2nc(CCc3ccccc3)c(=O)n(CCc3ccccc3)c2n1	-8%	-1
74	C=Cc1c(C)c2cc3nc(cc4[nH]c(cc5nc(cc1[nH]2)C(C)=C5CCC(=O)O)c(CCC(=O)OC)c4C)[C@@]1(C)C3=CC=C(C(=O)OC)[C@H]1C(=O)OC (tested in a mixture with another compound)	?	-8
75	COc1cc(C(=O)O[C@H]2C/C(C)=C/CC/C(C)=C/[C@@H](O)C2C(C)C)ccc1O (some centres undefined)	25%	1
76	C1CCN2C[C@H]3C[C@H](CN4CCCCC34)C2C1 (some centres undefined)	-13%&1%	1&1
77	C[C@@H](NCc1cc(Br)cc2[nH]c(=O)c(=O)[nH]c12)P(=O)(O)O	-1%[24.8 µM]	-4
78	Cc1[nH]c(/C=C2/C(=O)Nc3ccc(S(=O)(=O)Cc4c(Cl)cccc4Cl)cc32)c(C)c1C(=O)N1CCCC1CN1CCCC1 (centres undefined)	0%	3
79	C#CCCCO/N=C1/[C@H]2O[C@@H]2[C@@H](O)[C@H]2[C@H]1CCn1c(=O)n(-c3ccccc3)c(=O)n12	-2%[11.7 µM]	0
80	COc1ccc2c(c1)N(C[C@@H](C)CN(C)C)c1ccccc1S2	-7%[24.8 µM]	-1

The final 4 entries of the section before are carried over, then new ones follow:
nr	SMILES	Menin-MLL TR inh	FBPA coupling cs
77	C[C@@H](NCc1cc(Br)cc2[nH]c(=O)c(=O)[nH]c12)P(=O)(O)O	-1%[24.8 µM]	-4
78	Cc1[nH]c(/C=C2/C(=O)Nc3ccc(S(=O)(=O)Cc4c(Cl)cccc4Cl)cc32)c(C)c1C(=O)N1CCCC1CN1CCCC1 (centres undefined)	0%	3
79	C#CCCCO/N=C1/[C@H]2O[C@@H]2[C@@H](O)[C@H]2[C@H]1CCn1c(=O)n(-c3ccccc3)c(=O)n12	-2%[11.7 µM]	0
80	COc1ccc2c(c1)N(C[C@@H](C)CN(C)C)c1ccccc1S2	-7%[24.8 µM]	-1
81	CC12C=C(/C=C/c3ccccc3)C(C)(C1)C(c1ccccc1)CC2=O (centres undefined)	-5%[11.7 µM]	0
82	COc1ccccc1CN1CC2(CCN(C(=O)c3ccncc3)CC2)C1	1%	3
83	Cn1cccc1C(=O)N1CCC2(CC1)CCN(c1ccccc1)CC2	?	5
84	CCCCc1nc2c(c3c1CC(C)OC3)CN(CCC(C)C)CC2 (centres undefined)	-6%[11.7 µM]	-14
